# From PubChem BioAssay
# NS5 inhibitors = flavivirus cap methylation enzyme inhibition – biochemical, confirmation dose response, primary screen (AID 588689); Dengue-2 NS5 methyltransferase capping enzyme assay, biochemical; higher % means a stronger effect; inhibition, % at 25 µM, or IC50 in µM where a hit was titrated; 0.3% of 340,000 active; in the data active means a potency from the dose series
# NTR1 ag = NTR1-driven beta-arrestin-GFP spot formation – imaging, U2OS cells, high content, primary screen (AID 493036); P30989; agonist mode; activation, % at 20 µM; 0.17% of 330,000 active;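 active means activation at or above 40% of the spot to cytoplasm intensity ratio, with at least 20 cells analyzed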;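 further: 0% = DMSO without peptide and 100% = 100 nM NTR1 peptide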
# Target sequence (P30989 whole entry, looked up): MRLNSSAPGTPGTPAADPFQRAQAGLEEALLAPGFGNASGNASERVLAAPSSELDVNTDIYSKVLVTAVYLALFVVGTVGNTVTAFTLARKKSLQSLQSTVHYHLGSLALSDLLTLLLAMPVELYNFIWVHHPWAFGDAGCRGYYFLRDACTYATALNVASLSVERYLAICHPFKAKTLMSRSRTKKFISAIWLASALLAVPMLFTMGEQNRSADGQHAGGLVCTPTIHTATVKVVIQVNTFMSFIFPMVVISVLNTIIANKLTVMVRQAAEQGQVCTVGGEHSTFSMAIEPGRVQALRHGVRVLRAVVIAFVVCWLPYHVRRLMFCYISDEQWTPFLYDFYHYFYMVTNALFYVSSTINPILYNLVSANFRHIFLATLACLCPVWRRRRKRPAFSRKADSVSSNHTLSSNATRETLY
# K1F lysis inhibition = protection from phage-mediated lysis, alamar blue read-out – E. coli UTI89, K1F phage, bacterial capsule biogenesis inhibitors (AID 488966); E. coli UTI89 K1F phage lysis, alamar blue, 2 h; higher % means a stronger effect; one-dose inhibition, % at 100 µM; IC50 in µM for titrated hits; 0.02% of 340,000 active;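 active means phage lysis inhibition, versus mean bacterial control, above a set limit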;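 further: capsule biogenesis inhibitors block K1F phage lysis so surviving cells raise fluorescence; higher fluorescence means more inhibition of phage lysis; actives were called in the ten point dose series up to 300 µM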
# Autophagy mod = autophagy modulation, high-content screen; MEF GFP-LC3 puncta imaging; test concentration mostly 10 µM; calls only at 10 µM (by protocol); 0.98% of 190,000 active; AID 463193;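 active means percentage of spot-positive cells more than 3 SD above its plate mean, without a fluorescence outlier flag or 80% toxicity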;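 further: spot-positive cell cutoff set from DMSO-treated cells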
# LYP inhibition = inhibitors of LYP phosphatase, biochemical, fluorescence intensity, uHTS (AID 1779) | inhibition, % at 11.5 µM, or IC50 in µM where a hit was titrated | 0.054% of 290,000 active | recombinant LYP phosphatase, fluorescence intensity; higher % means a stronger effect; in the data active means inhibition above about 50%;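 further: plate controls were vehicle with enzyme for no effect and no enzyme for full effect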
# GPR35 antagonists = inhibition of zaprinast-stimulated GPR35 beta-arrestin translocation – imaging, U2OS, beta-arrestin-GFP, zaprinast agonist, primary screen (AID 2058) | U2OS GPR35 beta-arrestin-GFP translocation imaging, zaprinast antagonism; higher % means a stronger effect | one-dose inhibition, % at 10 µM; IC50 in µM for titrated hits | 0.052% of 290,000 active;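 active means inhibition of at least 50% with at least 30 cells and total cytoplasm GFP at most 10,000,000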
# RSV CPE inhibition = inhibition of RSV-induced cytopathic effect – HEp-2 cells, primary 10 µM value included (AID 2391). CPE inhibition, % at 10 µM; hits with a dose series show IC50 in µM. HEp-2 cells, RSV-induced CPE inhibition; higher % means a stronger effect. 0.13% of 310,000 active; in the data active means a potency from the dose series; further: strong numbers were not always called active
# AID2073 = inhibitors of Mint1-CaV2.2 protein interaction, biochemical, HTRF (AID 2073) | HTRF protein-protein interaction, Mint1-CaV2.2; higher % means a stronger effect | 0.19% of 290,000 active | inhibition, % at 20 µM; hits with a dose series show IC50 in µM; in the data active means inhibition mostly above about 51%, no sharp cut-off; further: some results filed as inactive read as strong as hits
# WT yeast gro inh = growth inhibition of WT yeast, mitochondrial fusion screen; mitochondrial fusion phenotypic screen, WT strain; AID 1362; inhibition, % at 10 µM; 2.1% of 190,000 active; in the data active means inhibition above about 58%; tested in S. cerevisiae
# WT yeast gro inh mutant strain = also measured in WT yeast gro inh; calls as there; inhibition, %; mitochondrial fusion phenotypic screen, mutant strain inhibition
# Autophagy mod cell loss 18 h = also measured in Autophagy mod; calls as there; toxicity, %; measured here: cell loss, nuclei count;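 cell loss after 18 h compound exposure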
# NTR1 ag cell count 20 µM = also measured in NTR1 ag; calls as there; cell count; measured here: cell count, cytotoxicity flag
# Numbers without * were called inactive; i = inactive; · = not tested or not shown; [ ] = dose if it differs, or a comment.
# The line under a structure holds: NS5 inhibitors	NTR1 ag	NTR1 ag cell count 20 µM	K1F lysis inhibition	Autophagy mod	Autophagy mod cell loss 18 h	LYP inhibition	GPR35 antagonists	RSV CPE inhibition	AID2073	WT yeast gro inh	WT yeast gro inh mutant strain
> CSc1ccc(C(=O)NCC(=O)O)cc1[N+](=O)[O-]
  -8%	0.0	48	0.3%	·	·	-7%	3%	-2.0%	5%	·	·
> COCCN1C=C(C(=O)OC)C(c2ccccc2Cl)C(C(=O)OC)=C1
  -3%	0.1	74	0.2%	i	-25	-23%	-4%	1.0%	18%	-16	-5
> COc1ccc(C23CC4CC(CC(C(=O)O)(C4)C2)C3)c(F)c1
  -2%	0.5	82	-0.1%	·	·	-2%	1%	2.3%	10%	·	·
> O=C(Nc1ccccc1)c1ccc(C(=O)Nc2ccccc2)nc1
  -5%	0.1	45	-0.2%	i	-3	-10%	14%	2.4%	44%	15	-14
> CCN(CC(=O)N1CCOCC1)S(=O)(=O)c1cc(Cl)ccc1Cl
  7%	-1.3	50	0.2%	·	·	-8%	-6%	1.4%	4%	·	·
> CCc1nc(Nc2ccc(OC)c(OC)c2)c2nnn(Cc3ccccc3Cl)c2n1
  -5%	18	34	5.7%	i	2	12%	1%	5.8%	40%	-4	-10
> C=CCn1cnc2c(nnn2-c2ccc(Cl)cc2)c1=O
  -1%	0.9	74	0.1%	i	-7	-5%	32%	7.9%	-4%	-3	-7
> CN(C(=O)CSc1nnc(C(F)(F)F)n1N)C1CCS(=O)(=O)C1 (stereo not given)
  0%	0.9	64	0.1%	·	·	-10%	-9%	-0.4%	13%	·	·
> Cc1ccc2occ(-c3nn[nH]n3)c(=O)c2c1
  4%	0.9	98	-0.2%	i	2	-6%	14%	0.8%	4%	8	8
> COc1ccc(OCC(O)CNS(=O)(=O)c2ccc(NC(C)=O)cc2)cc1 (stereo not given)
  2%	1.9	48	-0.1%	·	·	1%	1%	1.2%	2%	·	·
> Cc1nc2c3c(sc2c(=O)[nH]1)NC(=O)CC3c1ccccc1Cl (stereo not given)
  -8%	3.5	78	0.4%	·	·	2%	6%	4.1%	6%	·	·
> Cc1ncsc1C(=O)O
  -8%	0.4	58	0.2%	i	0	-7%	-6%	2.5%	-6%	-10	1
> O=C(c1ccccc1F)N1CCN(CC2CC3C=CC2C3)CC1 (stereo not given)
  0%	-0.6	46	1.5%	i	-9	-9%	4%	-1.2%	-6%	38	4
> Clc1ccc(OCc2nn[nH]n2)cc1
  -3%	0.6	62	-0.7%	·	·	-6%	7%	1.2%	-5%	·	·
> O=c1c2c(nc3n1CCCCC3)sc1c(O)c(Br)ccc12
  1%	2.3	64	0.1%	i	-1	0%	10%	19%	18%	13	9
> CC(C)Cn1cc(C(=O)NCCCOC(C)C)c2c3ccccc3n(C)c2c1=O
  -2%	-0.8	59	2.1%	i	-10	-8%	-14%	3.0%	0%	9	-31
> O=c1[nH]c(/C=C\c2ccc(O)c(O)c2)nc(O)c1[N+](=O)[O-]
  42%	0.7	49	0.3%	·	·	-1%	-2%	1.1%	-12%	·	·
> CN(c1ccccc1)S(=O)(=O)c1cccc(NC(=O)Cn2cnc3c2c(=O)n(C)c(=O)n3C)c1
  0%	1.8	60	6.0%	i	2	-5%	-4%	7.1%	-2%	18	2
> Cc1ccccc1C(=O)Nc1ccccc1
  -6%	-1.1	46	0.8%	i	-8	-8%	4%	-0.1%	-4%	-6	-4
> CC[C@H](C)C1NC(=O)[C@H](CC(=O)O)NC(=O)c2cc([N+](=O)[O-])cc(I)c2NCCC(C(N)=O)NC1=O (stereo not given in full)
  2%	1.2	54	0.0%	i	-8	0%	13%	0.5%	-10%	-9	-15
> O=C(N/C(=C\c1ccc([N+](=O)[O-])cc1)C(=O)N1CCCCC1)c1ccccc1Br
  -1%	5.5	62	5.9%	i	4	0%	3%	1.1%	3%	6	16
> COc1ccc(C)c2sc(=NC(=O)c3ccccc3)n(C)c12
  1%	3.4	47	-0.1%	i	21	-3%	-8%	3.3%	15%	11	-7
> Cc1cccc(NC(=S)NCCc2ccccc2)c1C
  -2%	-1.6	62	0.0%	·	·	1%	11%	2.3%	4%	·	·
> CCO[C@@H]1OC(C(=O)NC2CC2)=C[C@H](C)[C@H]1CCCO
  -4%	1.5	49	0.9%	·	·	-12%	-13%	1.7%	-7%	·	·
> CCCNc1c(NS(=O)(=O)c2cccs2)c(=O)oc2ccccc12
  -10%	0.5	64	0.2%	·	·	-5%	-13%	1.3%	4%	·	·
> O=C(O)COCC(=O)N1CCN(c2cc(C(F)(F)F)nc3ccccc23)CC1
  -3%	-1.5	89	0.0%	·	·	1%	-4%	1.6%	15%	·	·
> CCOC(=O)C(NC(=O)C1CCCN1C(=O)OCc1ccccc1)C(=O)OCC (stereo not given)
  -9%	-0.3	53	3.7%	i	-5	-8%	-14%	2.3%	1%	-11	-17
> Cc1cc(C)cc(C(=O)Nc2ccc(NC(=O)c3cccs3)cc2)c1
  1%	4.6	60	-0.1%[50 µM]	·	·	1%	-8%	5.6%	14%	·	·
> Cc1ccccc1-n1c(C)nc2ccccc21
  -5%	0.5	79	0.6%	i	-2	-1%	3%	0.6%	0%	5	0
> O=C(Nc1nccs1)c1ccccc1[N+](=O)[O-]
  2%	-0.4	79	1.5%[50 µM]	i	2	-9%	3%	-0.6%	-2%	-3	19

# Compounds shown so far containing a CF3 group, in the order listed:
# The line under a structure holds: NS5 inhibitors	NTR1 ag	NTR1 ag cell count 20 µM	K1F lysis inhibition	Autophagy mod	Autophagy mod cell loss 18 h	LYP inhibition	GPR35 antagonists	RSV CPE inhibition	AID2073	WT yeast gro inh	WT yeast gro inh mutant strain
> CN(C(=O)CSc1nnc(C(F)(F)F)n1N)C1CCS(=O)(=O)C1 (stereo not given)
  0%	0.9	64	0.1%	·	·	-10%	-9%	-0.4%	13%	·	·
> O=C(O)COCC(=O)N1CCN(c2cc(C(F)(F)F)nc3ccccc23)CC1
  -3%	-1.5	89	0.0%	·	·	1%	-4%	1.6%	15%	·	·

# Back to the main list; the 2 compounds before the break are reprinted first.
# The line under a structure holds: NS5 inhibitors	NTR1 ag	NTR1 ag cell count 20 µM	K1F lysis inhibition	Autophagy mod	Autophagy mod cell loss 18 h	LYP inhibition	GPR35 antagonists	RSV CPE inhibition	AID2073	WT yeast gro inh	WT yeast gro inh mutant strain
> Cc1ccccc1-n1c(C)nc2ccccc21
  -5%	0.5	79	0.6%	i	-2	-1%	3%	0.6%	0%	5	0
> O=C(Nc1nccs1)c1ccccc1[N+](=O)[O-]
  2%	-0.4	79	1.5%[50 µM]	i	2	-9%	3%	-0.6%	-2%	-3	19
> N#CCCN(CCC#N)c1nncs1
  -8%	0.2	41	0.3%	i	4	-4%	5%	0.1%	4%	10	25
> CCOC(=O)c1ccc(NC(=S)N(CCCN2CCCC2)Cc2cccs2)cc1
  -7%	0.6	56	0.1%	i	-3	0%	-8%	-1.2%	33%	-14	2
> Nc1cc(-c2nn[nH]n2)ccc1F
  -3%	-1.7	51	-0.5%	i	2	-7%	-2%	1.6%	4%	21	6
> CC(=O)N1CCN(c2ccc(Oc3ncnc4sccc34)cc2)CC1
  -7%	-2.2	80	0.4%	i	4	-10%	-6%	5.3%	0%	-1	17
> CC(=O)c1sc2nc(=O)c(C)nn2c1C
  2%	1.6	61	-0.9%[50 µM]	i	11	-1%	3%	-0.8%	3%	15	23
> CC(C)(C)C(=O)Nc1ccc(S(=O)(=O)c2ccc(NC(=O)C(C)(C)C)cc2)cc1
  -3%	-1.2	39	0.5%	i	-4	-1%	8%	-0.1%	-6%	·	·
> O=C(CSc1nc2ccccc2[nH]1)Nc1nc(-c2cccc(Br)c2)cs1
  -5%	30	39	5.1%	i	9	7%	-7%	8.6%	0%	88*	64*
> COc1ccc(C(=O)NCC(c2ccco2)N2CCc3ccccc3C2)cc1 (stereo not given)
  -6%	1.0	79	1.1%[50 µM]	·	·	·	·	3.4%	·	·	·
> CCOC(=O)N1CCN(C(=O)CN(c2cc(C(F)(F)F)ccc2Cl)S(C)(=O)=O)CC1
  -1%	2.2	43	1.3%	i	-16	-5%	-12%	0.3%	-13%	6	5
> Cc1ccccc1-n1c(=O)cc(NCc2ccc3c(c2)OCO3)[nH]c1=O
  -2%	1.5	73	-0.1%	i	7	-2%	7%	-1.8%	6%	-5	0
> Cc1cc(NC(=O)COC(=O)C2CC(=O)N(c3ccc(C)c(Cl)c3)C2)no1 (stereo not given)
  0%	1.0	65	-1.1%	·	·	-7%	-1%	2.4%	9%	·	·
> O=C(/C(=C/O)N=Nc1ccccc1)c1ccco1
  4%	0.0	30	-0.8%	i	-4	-4%	1%	2.3%	5%	-4	-4
> COc1ccc2oc(=O)c(C(=O)N3c4ccccc4CC3C)cc2c1 (stereo not given)
  -3%	-0.2	85	0.3%	i	-9	-10%	0%	0.6%	-1%	18	11
> COc1ccc(-c2cc(-c3ccccc3)nc(SC(C)C(=O)O)c2C#N)cc1 (stereo not given)
  10%	3.9	64	-2.1%	·	·	-8%	3%	14%	24%	·	·
> CCN(CC)CCNc1nc(-c2ccccc2)nnc1C(F)(F)F
  2%	1.2	78	-0.5%	i	5	-8%	-14%	-2.0%	2%	22	32
> Cc1noc(C)c1C(=O)N1CCN(c2ccc(OCc3ccccc3)cc2)CC1
  -14%	0.2	55	-0.3%[50 µM]	·	·	-2%	13%	-0.8%	-19%	·	·
> COC(=O)C1=C(O)/C(=C/c2cccc(OC)c2O)N=C1C
  3%	-1.8	47	0.5%	·	·	-4%	2%	2.7%	-2%	·	·
> COc1cccc(CN2CCN(C(=O)c3cc(-c4cccnc4)nc4ccc(C)cc34)CC2)c1
  -5%	1.5	64	-0.1%	i	9	3%	-10%	7.3%	14%	33	23
> O=C(CCC(=O)N1CCN(c2ccccn2)CC1)Nc1nnc(C2CCCCC2)s1
  -1%	-0.5	47	1.9%	i	12	-8%	2%	0.8%	-3%	-6	-7
> COc1ccc(Cl)cc1NC(=O)CN(C)C(=O)c1cn2ccccc2n1
  -7%	0.8	57	0.4%[50 µM]	·	·	·	·	0.5%	·	·	·
> Cc1ccc(C(=O)N2CC(C)CC(C)C2)cc1S(=O)(=O)N1CCCCC1 (stereo not given)
  1%	0.1	61	1.2%[50 µM]	·	·	·	·	2.0%	·	·	·
> COc1ccc(OC)c(S(=O)(=O)N2CCC(C(=O)N3CCN(c4ccc(F)cc4)CC3)CC2)c1
  1%	1.1	62	-0.1%	·	·	-8%	-1%	8.6%	9%	·	·
> CN(CC(=O)Nc1ccc(F)c(F)c1F)C(=O)/C=C/c1ccc(Cl)cc1
  0%	-0.2	64	1.6%	i	-8	-8%	-12%	1.6%	0%	-1	0

# Exported tab-delimited: two of the compounds above.
compound	NS5 inhibitors	NTR1 ag	NTR1 ag cell count 20 µM	K1F lysis inhibition	Autophagy mod	Autophagy mod cell loss 18 h	LYP inhibition	GPR35 antagonists	RSV CPE inhibition	AID2073	WT yeast gro inh	WT yeast gro inh mutant strain
CN(CC(=O)Nc1ccc(F)c(F)c1F)C(=O)/C=C/c1ccc(Cl)cc1	0%	-0.2	64	1.6%	i	-8	-8%	-12%	1.6%	0%	-1	0
COC(=O)C1=C(O)/C(=C/c2cccc(OC)c2O)N=C1C	3%	-1.8	47	0.5%	·	·	-4%	2%	2.7%	-2%	·	·

# Compounds as they come, and some 2.6% of all compounds hit somewhere here.
